# EPAC2 antag: antagonists of human EPAC2; Q8WZA2; EPAC2 GEF exchange of Rap1B-BODIPY-GDP, fluorescence; Potency, µM (doses to about 114 µM), without a hit: at the top dose activity, negative = inhibition, usual class: inhibitors; 360,000 compounds, 0.18% hits; note: % is set by controls: 0 for no effect and ±100 for the full control effect; nearly all actives have a fitted effect of over 45% in size; many of its hits are not listed in these tables
# EPAC1 agonist: activates human EPAC1 exchange factor; EPAC1 agonist qHTS, biochemical assay; response scale: 100% = response to 6.5 mM cAMP; Potency, µM (doses to about 154 µM), for the others: at the highest dose activation, hits mostly activators; 360,000 compounds, 0.073% hits; note: nearly all actives have a fitted effect of over 60% in size
# Target sequence (O95398 whole entry, looked up): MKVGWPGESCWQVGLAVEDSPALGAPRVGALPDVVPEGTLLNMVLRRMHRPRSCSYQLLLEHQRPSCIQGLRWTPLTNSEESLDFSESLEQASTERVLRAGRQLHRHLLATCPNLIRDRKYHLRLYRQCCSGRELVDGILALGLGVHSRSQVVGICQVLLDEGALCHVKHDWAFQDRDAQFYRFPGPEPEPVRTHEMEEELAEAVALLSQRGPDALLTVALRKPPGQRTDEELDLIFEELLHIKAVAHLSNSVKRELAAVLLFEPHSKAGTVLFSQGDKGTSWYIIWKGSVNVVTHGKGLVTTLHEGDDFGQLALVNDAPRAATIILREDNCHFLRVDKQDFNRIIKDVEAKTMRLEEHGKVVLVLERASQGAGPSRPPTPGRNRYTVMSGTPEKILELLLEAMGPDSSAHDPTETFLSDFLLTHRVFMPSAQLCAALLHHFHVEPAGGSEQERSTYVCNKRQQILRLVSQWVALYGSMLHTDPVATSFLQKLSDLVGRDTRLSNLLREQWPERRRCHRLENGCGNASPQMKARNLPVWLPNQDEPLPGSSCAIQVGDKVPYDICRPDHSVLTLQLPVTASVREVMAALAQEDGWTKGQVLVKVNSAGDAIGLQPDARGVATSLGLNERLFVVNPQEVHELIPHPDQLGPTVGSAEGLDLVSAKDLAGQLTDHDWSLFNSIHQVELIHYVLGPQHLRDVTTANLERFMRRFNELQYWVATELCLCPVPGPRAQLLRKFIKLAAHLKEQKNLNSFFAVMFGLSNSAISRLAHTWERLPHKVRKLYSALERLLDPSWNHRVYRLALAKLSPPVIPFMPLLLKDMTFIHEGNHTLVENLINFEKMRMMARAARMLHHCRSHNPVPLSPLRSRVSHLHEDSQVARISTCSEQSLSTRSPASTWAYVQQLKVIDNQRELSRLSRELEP
#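 Read-out is the fluorescence drop as BODIPY-GDP leaves Rap1B (480 nm excitation, 540 nm emission), recorded every 5 minutes over 30 minutes. Reactions held 100 nM EPAC1, 250 nM Rap1B–BODIPY-GDP and 50 uM GDP, with 6.5 mM cAMP setting full activation.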
# EPAC1 antagonist: antagonists of human EPAC1; O95398; EPAC1 GEF assay, Rap1b-BODIPY-GDP exchange fluorescence; Potency, µM (series often up to 115 µM), without a hit: at the highest dose activity change, negative = inhibition, usual class: inhibitors; 360,000 compounds, 0.14% hits;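 note: plate controls were vehicle for no effect and positive control for full effect; nearly all actives have a fitted effect of over 50% in size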
# FUS yeast rescue: FUS proteinopathy suppression in yeast; S. cerevisiae FUS-expressing, growth rescue, OD600, 24 h; Potency, µM (highest dose often 76.6 µM), inactives show top-dose growth rescue (activation), actives largely listed as activators; 390,000 compounds, 0.24% hits; AID 1347120;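 note: plate controls were DMSO vehicle for no effect and reference control for full effect; nearly all actives have a fitted effect of over 55% in size; some results filed as inactive show a strong effect at the top dose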
#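 Cultures pregrown in 2.5% raffinose medium are shifted to minimal medium containing 2% galactose to express toxic FUS. Compounds are tested at several concentrations. After 24hr at 30C, growth is quantified at 600 nm absorbance.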
# aSyn rescue: inhibitors of alpha-synuclein toxicity in yeast | Yeast expressing alpha-synuclein, growth rescue, BacTiter-Glo, 24 h | Potency, µM (doses to about 46.1 µM), inactives show at the top dose growth rescue (activation), actives largely listed as activators | 370,000 compounds, 0.14% hits; note: % of control where 0% means no effect; nearly all actives have a fitted effect of over 65% in size
#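 Rescue of yeast growth: cells expressing toxic alpha-synuclein, induced in galactose at OD600 0.02, incubated with compound 24 h at 30 C. ATP luminescence quantified growth; inhibitors of toxicity appear as activators.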
# EPAC2 ag: agonists of human EPAC2 (RAPGEF4) | EPAC2 activation, biochemical qHTS; response scale: 100% = 6.5 mM cAMP response | Potency, µM (highest dose often 154 µM), for inactives: at the top dose activation, actives largely listed as activators | 360,000 compounds, 0.079% hits | AID 720711; note: nearly all actives have a fitted effect of over 50% in size
#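 Readout is BODIPY fluorescence (480 nm excitation, 540 nm emission), which falls as labeled GDP is exchanged off Rap1B. EPAC2 at 100 nM acted on 250 nM RAP1B-BODIPY-GDP with 50 uM GDP present.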
# PTHR1 ag: activates the human parathyroid hormone receptor PTHR1; Q03431; HEK293 GP2 PTHR1 cells, GloSensor cAMP luminescence, 1 h; Potency, µM (doses to about 115 µM), for inactives: at the highest dose activation, usual class: activators; 410,000 compounds, 0.075% hits; note: nearly all actives have a fitted effect of over 55% in size; some results filed as inactive show a strong effect at the top dose; inactives centre near -15; many of its hits are not listed in these tables
#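 HEK-293-derived GP2 cells expressing PTHR1 and a GloSensor cAMP reporter, 3,000/well, plated overnight, given luciferin plus IBMX (each 0.5 mM as added) for 1 h at 37 °C, then compound for 1 h at 37 °C. Luminescence was read after 15 min at room temperature.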
# TDP43 rescue: rescues yeast growth from TDP-43 toxicity. TDP-43 expressing yeast growth rescue, BacTiter-Glo, 24 h. Potency, µM (top dose mostly 46.1 µM), without a hit: top-dose growth rescue (activation), actives largely listed as activators. 410,000 compounds, 1.8% hits; note: % of control where 0% means no effect; nearly all actives have a fitted effect of over 50% in size
#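 Yeast cells expressing TDP-43 under galactose induction are exposed to compounds for 24 hr at 30 deg C. BacTiter-Glo luminescence measures growth, so protective compounds score as activators.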
# Starred values were filed as active, the others as inactive; i = inactive; ? = inconclusive; / = no result given; & = joins results of further samples; [ ] = dose if it differs, or a comment. Calls come from the whole dose curve; as a rule, active = well fitted curve in the direction sought with a large enough effect; inconclusive = small, poorly fitted or top-dose-only effect, or another doubt; inactive = no such curve, though single readings can be large; an effect the other way counts as inactive or inconclusive. Potency is the fitted concentration of half-maximal effect. Some of the compounds tested; count on the stated rates, not on these rows.
# Each structure is followed by: EPAC1 agonist	EPAC2 antag	FUS yeast rescue	TDP43 rescue	EPAC2 ag	EPAC1 antagonist	PTHR1 ag	aSyn rescue
> CCn1c(=O)c2c3c(sc2n(C)c1=O)CCC3
    -10%	10%	0%	-9%	-1%	11%	3%[57.5 µM]	6%
> CC1Cc2[nH][nH]c(=O)c2C(C2CCCC2)O1 (centres undefined)
    -19%	5%	13%	14%	5%	-2%	-7%	-9%
> O=C(NCc1cccs1)c1ccccc1[N+](=O)[O-]
    -1%	5%	/	10%	-2%	2%	i	2%
> C/C(=N/NC(N)=S)c1cc2ccc(O)cc2oc1=O
    26%	24%	-13%	20%	?	-12%	i	-6%
> OC(CCc1ccncc1)COc1ccccc1 (centres undefined)
    -9%	-9%	-12%	-7%	3%	3%	-9%	-4%
> Cn1cc(C=C2C(=O)CC(C)(C)CC2=O)c2ccccc21
    -7%	7%	30%	-18%[9.22 µM]	13%	-27%	i	14%
> COc1ccccc1-c1ccc2c(c1)C(C)(Cc1ccc(F)c(Cl)c1)C(=O)N2 (centres undefined)
    -5%	-18%	?	-2%	15%	-6%	-9%	16%
> CN(c1ccccc1)S(=O)(=O)c1cccc(C(=O)NC2CC(C)(C)NC(C)(C)C2)c1
    -19%	-10%	-12%	-8%	-3%	2%	i	-5%
> CC(=O)Nc1ccc(NC2=C/C(=N/S(=O)(=O)c3cccs3)c3ccccc3C2=O)cc1
    10%	-3%	32%	-14%	14%	-2%	-9%	-18%
> COc1ccc(C2=Nn3c(nnc3-c3ccccc3C(F)(F)F)SC2)cc1OC1CCOC1 (centres undefined)
    9%	-11%	1%	/	3%	2%	i	/
> c1ccc2c(c1)ccn1c(Cc3ccsc3)c(C3CCCCC3)nc21
    16%	-4%	5%	17%	11%	-3%	-12%	1%
> CCCN=C1CC(C)(C)CC(=O)/C1=C(/O)CCCN1C(=O)c2ccccc2C1=O
    -11%	5%	2%	3%	-1%	6%	-30%[inhibitor]	0%
> COc1ccc(S(=O)(=O)NCC(=O)N(CC(=O)NCc2ccco2)Cc2ccccc2)cc1
    10%	2%	-13%	-10%	3%	-5%	i	3%
> Cc1cc(=O)n(C)c(=O)n1CCCCCOc1cccc([N+](=O)[O-])c1
    11%	1%	22%	0%	9%	9%	i	0%
> Cc1ccc(OC(=O)CCC(=O)N2CCc3ccccc32)cc1
    5%	-11%	5%	-4%	8%	-1%	-15%[57.5 µM]	2%

# An excerpt of these results, as comma-separated lines:
smiles,EPAC1 agonist,EPAC2 antag,FUS yeast rescue,TDP43 rescue,EPAC2 ag,EPAC1 antagonist,PTHR1 ag,aSyn rescue
CCn1c(=O)c2c3c(sc2n(C)c1=O)CCC3,-10%,10%,0%,-9%,-1%,11%,3%[57.5 µM],6%
CC1Cc2[nH][nH]c(=O)c2C(C2CCCC2)O1 (centres undefined),-19%,5%,13%,14%,5%,-2%,-7%,-9%

# Next part
# Each structure is followed by: EPAC1 agonist	EPAC2 antag	FUS yeast rescue	TDP43 rescue	EPAC2 ag	EPAC1 antagonist	PTHR1 ag	aSyn rescue
> CC(=O)c1cccc(S(=O)(=O)N2CCN(c3nc4cc(C)cc(C)c4cc3C#N)CC2)c1
    -11%	6%	22%	17%	6%	-15%	i	2%
> CN1CCN(CC(O)COc2ccc(C(=O)O)cc2)CC1 (centres undefined)
    6%	0%	3%	3%	1%	8%	i	-3%
> Cc1cc(C)c(C)c(Oc2ncnc(N)c2[N+](=O)[O-])c1
    5%	0%	-21%	14%	0%	-8%	-10%	-1%
> CCC1CN(C(=O)NCc2ccc(C)cc2)c2cc(Cl)ccc2O1 (centres undefined)
    3%	-17%	-10%&9%	15%&2%	8%	-2%	-24%	0%
> Cc1ccc(CSc2ccc(C(=O)N3CCOCC3)cc2[N+](=O)[O-])cc1
    0%	-1%	3%	-5%	-3%	-19%	i	2%
> COc1ccccc1N1CCN(Cc2cc3c(cc2Br)OCCO3)CC1
    0%	-11%	11%	3%	20%	-16%	-48%[inhibitor]	7%
> Cc1ccccc1NC(=O)C(=O)c1cn(C)c2ccccc12
    -21%	-2%	-10%	0%	-6%	-8%	i	1%
> COc1ccccc1N1C(=O)c2cccc3c(N(C)CCO)ccc(c23)C1=O
    ?	1%	12%	/	11%	4%	-14%	9%
> Nc1ncc(CCN2CCOCC2)c(-c2ccc(F)cc2)n1
    -2%	0%	22%	/	-1%	-17%	i	-21%
> Cc1cccc(OCC(O)CN2CCN(C3CCCCC3)CC2)c1 (centres undefined)
    7%	4%	11%	2%	-56%[inhibitor]	-14%	-20%[57.5 µM]	-1%
> O=C(N/N=C/c1cccc(F)c1)c1c(O)c2ccccc2[nH]c1=O
    4%	12%	27%	-41%[inhibitor]	-2%	6%	-26%	1%
> COc1ccc(C(=O)Cn2c(C(=O)/C=C/c3ccccc3)nc3ccccc32)cc1
    5%	-2%	5%	-6%	11%	-8%	-47%	-1%
> Cc1cccc(OCCOC(=O)c2c(-c3ccccc3)noc2C)c1
    -1%	-14%	19%	-1%	9%	7%	-18%	5%
> Cc1ccc(C(O)c2ncc(-c3cccc(C(F)(F)F)c3)[nH]2)cc1F (centres undefined)
    -23%	-13%	0%	25%	4%	?	i	16%
> Cc1cc(-c2n[nH]c(=S)n2/N=C/c2ccccc2[N+](=O)[O-])n[nH]1
    7%	12%	/	0%	4%	-5%	i	0%
> CCN1CCN(c2cc(C)c3cc(NC(=O)c4cccnc4Cl)ccc3n2)CC1
    6%	2%	23%	24%	11%	-6%	i	-7%
> O=C(O)CCN1C(=O)C2C3c4ccccc4C(c4ccccc43)[C@@H]2C1=O (some centres undefined)
    0%	2%	-6%	15%	10%	2%	9%	0%
> OCCNc1ncnc2c1ncn2[C@H]1CN(Cc2ccc(-c3ccccc3)cc2)C[C@@H](CO)O1
    7%	6%	28%	16%	11%	4%	-43%[inhibitor]	0%
> CCOC(=O)Cn1c(=O)oc2cc(S(=O)(=O)Nc3ccc(F)cc3)ccc21
    -1%	3%	0%	?	6%	-1%	-30%[inhibitor]	1%
> O=C(C=Cc1ccc2c(c1)OCO2)C1CC1
    4%	-6%	-11%	?	2%	15%	i	6%
> CCOC(=O)c1c(NC(=O)CN2C(=O)NC(C)(c3ccc(Cl)cc3)C2=O)sc(C(=O)NC)c1C (centres undefined)
    0%	0%	?	15%	5%	-13%	-10%	1%
> COc1cccc(CN(Cc2ccco2)C(c2ccc(F)cc2)c2nnnn2C(C)(C)C)c1 (centres undefined)
    3%	-1%	?	-14%	15%	-1%	-13%[57.5 µM]	-10%
> CC(=O)NCCn1c(SCC(=O)OCc2ccccc2)nc2ccccc2c1=O
    6%	-2%	15%	0%	4%	1%	-20%[57.5 µM]	4%
> CC1CC(C)CN(C(=S)Nc2ccc(OC(F)F)cc2)C1 (centres undefined)
    -9%	-2%	/	6%	-1%	-13%	-1%	3%
> O=C(N[C@H](CO)c1ccccc1)[C@H]1O[C@@H](n2ccc(=O)[nH]c2=O)[C@H](O)[C@@H]1O
    -9%	23%	-12%	-16%	5%	1%	?	1%
> CCOC(=O)Cn1ncc(-c2ccccc2)c1N
    9%	-7%	15%	-4%	2%	-7%	17%[57.5 µM]	2%
> O=C1CN(S(=O)(=O)c2cccc(Cl)c2Cl)c2ccccc2N1
    -2%	2%	16%	-21%	12%	16%	-9%	-23%
> Cc1nc(-n2[nH]c3c(c2=O)CCCC3)[nH]c(=O)c1Cc1ccccc1
    9%	0%	?	10µM*	9%	17%	-10%[57.5 µM]	?
> COc1cccc(N2CCN(S(=O)(=O)c3ccc4c(c3)CC(C)N4C(=O)C3CC3)CC2)c1 (centres undefined)
    0%	-11%	?	?	4%	-16%	-36%[inhibitor]	1%
> CC(OC(=O)C12CC3CC(CC(O)(C3)C1)C2)C(N)=O (centres undefined)
    9%	3%	7%	4%	6%	6%	i	-8%
> COc1ccccc1NC1=C(N2CCCCC2)C(=O)c2ccccc2C1=O
    17%	-4%	-1%	-6%	-2%	9%	i	2%
> CCCCc1nnc(NC(=O)CSCc2cc(=O)n3ccsc3n2)s1
    -2%	8%	-5%	-5%	-6%	-6%	i	1%
> Cc1ccc(-c2csc3ncn(CC(=O)N4CCOCC4)c(=O)c23)cc1
    -8%	3%	22%	-19%	-3%	0%	-2%	-1%
> Cc1ccc2c(CC(=O)NCc3ccc4c(c3)OCO4)coc2c1
    -6%	-9%	?	7%	-2%	-10%	?	1%
> O=S(=O)(NCc1ccccc1)NCc1ccccc1
    7%	0%	-9%	-12%[0.397 µM]	2%	0%	i	1%
> C=CCNC(=O)CN(Cc1ccccc1)S(=O)(=O)c1ccc(C)cc1
    9%	-7%	1%	5%	2%	-9%	24%	13%
> CC(=O)Nc1ccc(C(=O)OCC(=O)Nc2ccc(N3CCOCC3)cc2)cc1
    -5%	3%	28%	1%	-4%	-19%	-9%	1%
> O=C(COc1ccc(Br)cc1)N/N=C1\SCC(=O)N1c1ccc(F)cc1
    0%	0%	/	-4%	7%	-2%	-3%	2%
> Cc1nnc(SCC2=C(C(=O)O)N3C(=O)C(NC(=O)Cn4nc(C(F)F)c(Cl)c4C)C3SC2)s1 (centres undefined)
    -8%	14%	16%	-19%	6%	-13%	-18%	2%
> CCOC(=O)C1=C(CS(=O)(=O)c2ccc(C)c(C)c2)NC(=O)NC1c1ccc(O)cc1 (centres undefined)
    1%	-9%	12%	-12%[0.397 µM]	5%	3%	0%	1%
> CS(=O)(=O)c1ccc(C(=O)NCC2(N3CCCCC3)CCCCC2)cc1
    -1%	1%	19%	1%	6%	-3%	i	0%
> CCOc1ccc(CNC(=O)CS(=O)(=O)c2cccc3nsnc23)cc1
    /	/	7%	26%	/	/	?	1%
> Cc1ccc(C(=O)NC(O)C(Cl)Cl)cc1 (centres undefined)
    -3%	-2%	/	21%	8%	-3%	i	5%
> O=C(O)c1ccccc1/C=N/Nc1ccc(S(=O)(=O)N2CCOCC2)cc1[N+](=O)[O-]
    9%	-19%	8%	-12%	-4%	-1%	i	2%
> CCOc1ccc(Cl)cc1-c1cc(C(=O)NCc2cc(C(F)(F)F)cc(C(F)(F)F)c2)[nH]n1
    -20%	35%[activator]	-18%	4%	0%	-13%	-90%[inhibitor]	-1%
> COc1ccccc1CNC(=O)CC(C)C
    15%	6%	5%	6%	0%	-12%	i	2%

# Screening data (PubChem BioAssay)
